Screening data from PubChem.
Diaphorase act – activates diaphorase or chemically reduces, flagging diaphorase assay artifacts; AID 1229; activation factor at 20 µM; 0.005% of 190,000 active; Diaphorase/resazurin coupled assay, resorufin fluorescence, 16 min; stronger effect = higher value; 1 = vehicle wells, 0 = NADH-free wells;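 active = diaphorase activity raised at least twofold by the compound at 20 µM; inactive = activation factor below 2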
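Test system: Clostridium kluyveri diaphorase, purified enzyme; input: enzyme 0.07 U/mL final; buffer or medium: 50 mM HEPES pH 7.4 with 4.542 mM MgCl2, 0.005% Tween 20; also added: 0.114 mM NADH and 0.1 mM resazurin, final amounts; schedule: 16 min enzyme reaction, ambient temperature; technique: fluorescence of resorufin, 544 nm excitation, 590 nm emission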
PMI act satM6P – increases human PMI activity with near-saturating mannose 6-phosphate; 0.34% of 190,000 active; coupled PMI enzyme assay, resazurin fluorescence, 20 min; stronger effect = higher value; 1 = untreated enzyme, 0 = substrate-free blank; P34949; AID 1216; activation factor at 20 µM;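 active = activation factor of 2 or more at 20 µM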
Target sequence (P34949 whole entry, looked up): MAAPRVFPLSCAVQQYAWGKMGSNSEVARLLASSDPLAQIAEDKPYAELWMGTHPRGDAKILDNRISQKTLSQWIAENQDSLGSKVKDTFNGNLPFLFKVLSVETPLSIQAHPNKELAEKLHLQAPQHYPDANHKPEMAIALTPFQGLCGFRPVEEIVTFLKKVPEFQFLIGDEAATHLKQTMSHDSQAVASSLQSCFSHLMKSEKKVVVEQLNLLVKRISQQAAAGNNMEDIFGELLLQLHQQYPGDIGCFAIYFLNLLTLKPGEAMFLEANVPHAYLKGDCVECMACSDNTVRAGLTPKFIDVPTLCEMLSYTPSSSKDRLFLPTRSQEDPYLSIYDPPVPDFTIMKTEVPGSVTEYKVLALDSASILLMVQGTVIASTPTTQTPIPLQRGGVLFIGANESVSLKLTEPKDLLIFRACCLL
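Technique: Diaphorase-driven resazurin-to-resorufin fluorescence, excitation 544, emission 590 nm | Assay system: Human PMI in coupled enzyme assay | Times: Enzyme reaction with compound 20 min at room temperature | Medium: HEPES-buffered pH 7.4 with magnesium and detergent | Reagent: Mannose-6-phosphate 1.0 mM (near-saturating) plus 0.22 mM NADP+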
Diaphorase inh – diaphorase inhibition or chemical oxidation counter-screen | diaphorase resazurin-to-resorufin fluorescence, NADH, 16 min; bacterial (C. kluyveri) enzyme, not human | inhibition, % at 20 µM | 0.69% of 190,000 active;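 active = primary screen inhibition at 20 µM above a set limit, cut at about 50% in these data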;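 note: plate controls were DMSO with full reaction for no effect and wells lacking NADH for full effect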
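Assay system – diaphorase enzyme from Clostridium kluyveri · Amount – diaphorase 0.14 U/mL (working solution) · Times – reaction incubation of 16 min at room temperature · Controls – No-NADH positive control and DMSO neutral control · Signal – resorufin fluorescence 544/590 nm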
G6PDH counter – inhibits Leuconostoc G6PDH, flagging false hits in G6PDH-based assays. inhibition, % at 5 µM. Purified L. mesenteroides G6PDH, diaphorase/resazurin coupled fluorescence, 45 min. AID 1020. 0.12% of 200,000 active; in the data active = inhibition above about 50%
TNAP inh no acc – TNAP (human) inhibition, acceptor-free conditions; P05186; purified TNAP, CDP-star luminescence, 30 min; inhibition, % at 20 µM; 0.26% of 200,000 active; AID 1012;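 active = tissue-nonspecific alkaline phosphatase inhibition above about 50% at 20 µM in the single-dose screen, limit read from the data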;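 note: 0% = DMSO negative control and 100% = EDTA positive control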
Target sequence (P05186 whole entry, looked up): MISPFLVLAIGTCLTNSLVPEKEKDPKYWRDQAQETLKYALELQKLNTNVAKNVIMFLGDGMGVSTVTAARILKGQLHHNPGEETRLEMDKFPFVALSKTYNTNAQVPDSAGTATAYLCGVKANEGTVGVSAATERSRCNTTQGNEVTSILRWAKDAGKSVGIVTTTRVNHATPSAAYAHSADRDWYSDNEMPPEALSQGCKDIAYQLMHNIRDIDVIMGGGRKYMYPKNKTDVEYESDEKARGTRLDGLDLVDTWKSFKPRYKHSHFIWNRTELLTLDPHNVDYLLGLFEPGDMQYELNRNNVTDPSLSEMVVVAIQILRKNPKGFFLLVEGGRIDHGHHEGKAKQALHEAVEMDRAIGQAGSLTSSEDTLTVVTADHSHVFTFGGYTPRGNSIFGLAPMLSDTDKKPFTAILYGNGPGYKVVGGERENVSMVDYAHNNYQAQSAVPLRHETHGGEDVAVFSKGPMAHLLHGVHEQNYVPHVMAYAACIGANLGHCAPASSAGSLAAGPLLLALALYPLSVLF
TNAP inh hi DEA – TNAP (human) inhibition, high acceptor; P05186; purified TNAP, CDP-star luminescence, 1 M DEA; inhibition, % at 20 µM; 0.03% of 200,000 active; AID 1135;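 active = over 50% inhibition of tissue-nonspecific alkaline phosphatase at 20 µM in the single-dose screen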;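 note: plate controls were DMSO wells for no effect and EDTA-quenched wells as full inhibition for full effect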
Efa HMGR inh – E. faecalis class II HMG-CoA reductase inhibition; purified E. faecalis HMGR, NADPH absorbance 340 nm kinetic; inhibition, % at 10 µM; 0.41% of 190,000 active; AID 1066;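 active = inhibition above a set limit, the median over all tested compounds plus 3 SD, cut at about 9.5% in these data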;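 note: enzyme runs in reverse so mevalonate oxidation gives rising NADPH absorbance; 0% = complete reaction with DMSO and 100% = background rate lacking mevalonate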
TNAP act hi DEA – TNAP (human) activation, high acceptor | P05186 | 200,000 tested, under 10 active | AID 1136 | purified TNAP, CDP-star luminescence, 1 M DEA, 30 min; stronger effect = higher value; 0 = EDTA background, 1 = DMSO-only activity | activation factor at 20 µM;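 active = activation factor at least 2 at 20 µM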
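Dosing: 20 µM single point. System: human TNAP. Amount: TNAP 1/800 final. Incubation: 30 min, room temperature. Read-out: TNAP activation factor scaled between EDTA and DMSO control wells. Signal: luminescence from CDP-star hydrolysis. Medium: 1 M DEA, pH 9.8, Mg2+, Zn2+. Control set: EDTA negative control, DMSO positive control.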
FLuc stim CS – firefly luciferase counter-screen for stimulation assays; 200,000 tested, under 10 active; ATPlite luciferase biochemical, luminescence, 10 min; 0 = ATP-free wells, 1 = DMSO control; P08659; activation factor at 10 µM;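 active = luciferase activation factor, scaled between plate controls, of at least 2 with compound at 10 µM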
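System: Luciferase/luciferin detection reagent, cell-free biochemical luciferase assay | Medium: PBS buffer for ATP | Dosing: Test compounds dosed from 2 mM stocks in 100% DMSO | Timing: 10 min at ambient temperature | Signal: Luminescence measurement of luciferase light output | Evaluation: Luciferase activation, seen as luminescence increase over controls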
PMI activator – increases human mannose-6-phosphate isomerase activity; P34949; purified human PMI, coupled resazurin fluorescence, 20 min; stronger effect = higher value; 1 = vehicle control, 0 substrate-free wells; activation factor at 20 µM; 0.005% of 190,000 active; AID 1214;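 active = activation factor of 2 or more at 20 µM, relative to plate controls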
Numbers without * were called inactive.

Codes – A = Diaphorase act; B = PMI act satM6P; C = Diaphorase inh; D = G6PDH counter; E = TNAP inh no acc; F = TNAP inh hi DEA; G = Efa HMGR inh; H = TNAP act hi DEA; I = FLuc stim CS; J = PMI activator
CC(=O)NNC(=O)CC(=O)Nc1nc(C23CC4CC(CC(C4)C2)C3)cs1
  A = 0.8	B = 0.9	C = 22	D = 7	E = -144	F = -5	G = -6	H = 1	I = 1.1	J = 0.9
CCOC(=O)C(C)On1c(-c2ccccc2)nc2ccc([N+](=O)[O-])cc21 (configuration not stated)
  A = 0.8	B = 2*	C = 20	D = 15	E = 4	F = 1	G = -1	H = 1	I = 0.9	J = 1.6
Nc1ccc(-n2nnnc2-c2ccco2)cc1
  A = 0.9	B = 1	C = 12	D = 4	E = -17	F = -10	G = 1	H = 1.1	I = 1.1	J = 1
CCc1ccc(NC2=NCC(=O)N2c2ccc3c(c2)OCCO3)cc1
  A = 0.8	B = 0.9	C = 19	D = 0	E = -8	F = -2	G = -4	H = 1	I = 1	J = 0.9
CCOC(=O)C1=C(C)Nc2nc(SCc3cccnc3)nn2C1c1ccc(OC)cc1 (configuration not stated)
  A = 0.7	B = 0.9	C = 28	D = 0	E = -14	F = -4	G = -2	H = 1	I = 1.1	J = 1
CCN(CC)C(=O)CSc1nc(N)c(C#N)c(-c2cccs2)c1C#N
  A = 0.9	B = 1	C = 6	D = -1	E = -5	F = 1	G = -1	H = 1	I = 1.1	J = 1.1
Cc1nn(-c2nc3ccccc3s2)c(N)c1-c1ccccc1
  A = 0.9	B = 0.9	C = 7	D = 11	E = -8	F = -3	G = -3	H = 1	I = 0.5	J = 0.9
O=C(Oc1cccc(NC2=NS(=O)(=O)c3ccccc32)c1)c1cccnc1
  A = 0.7	B = 0.8	C = 27	D = 8	E = -7	F = -3	G = 4	H = 1	I = 1	J = 0.9
COc1ccc(Cl)cc1C(=O)NNC(=O)CCNC(C)=O
  A = 1	B = 0.9	C = 3	D = 1	E = -22	F = -2	G = 4	H = 1	I = 1	J = 1
OCCC1CN(Cc2cnn(-c3ccccc3Cl)c2)CCN1Cc1ccsc1 (configuration not stated)
  A = 0.8	B = 0.9	C = 18	D = 5	E = -7	F = -5	G = -3	H = 1.1	I = 1	J = 0.9
Cc1ccc(-c2nnc(N(C)C(=O)c3ccncc3)s2)cn1
  A = 0.9	B = 1	C = 7	D = 6	E = -8	F = -4	G = -2	H = 1	I = 1	J = 1
Cn1c(SCC(=O)Nc2nc(C(C)(C)C)cs2)nnc1C1CC1
  A = 0.9	B = 1	C = 14	D = 9	E = -9	F = -6	G = -3	H = 1.1	I = 1.1	J = 0.9
Cc1ccc(S(=O)(=O)N2CCN(Cc3cc(C(C)C)ccc3O)CC2)cc1
  A = 0.8	B = 0.9	C = 20	D = 3	E = -4	F = 2	G = -3	H = 1	I = 1	J = 0.9
CC(C)C(NC(=O)c1ccc(F)cc1)C(=O)OCC(=O)N1CC(=O)Nc2ccccc21 (configuration not stated)
  A = 0.8	B = 1	C = 17	D = 7	E = 4	F = -3	G = -1	H = 1	I = 1.1	J = 1
Cc1ccc(C(=O)OCC(=O)Nc2c(C)n(C)n(-c3ccccc3)c2=O)cc1[N+](=O)[O-]
  A = 0.9	B = 1	C = 11	D = 2	E = -18	F = -6	G = 4	H = 1.1	I = 1	J = 1
CN(C(=S)Nc1ccccc1)c1ccccc1
  A = 0.9	B = 0.9	C = 9	D = 4	E = -4	F = 0	G = -5	H = 1	I = 1	J = 1
Cn1c(N)c(C(=O)COC(=O)c2cccnc2Cl)c(=O)n(C)c1=O
  A = 1	B = 1	C = -4	D = 2	E = -12	F = -2	G = -1	H = 1	I = 1	J = 1
O=C(CCCN1C(=O)c2ccccc2C1=O)NCc1cccnc1
  A = 0.9	B = 1	C = 5	D = 2	E = -3	F = -5	G = -4	H = 1	I = 1.1	J = 1
COc1ccc(CNC(=O)COC(=O)Cc2ccsc2)cc1
  A = 0.9	B = 1.1	C = 13	D = 9	E = -14	F = -4	G = -1	H = 1	I = 1.1	J = 1.1
CN(C)C(=O)c1ccc(-c2n[nH]c(=O)c3ccccc23)cc1
  A = 0.9	B = 1.1	C = 6	D = 16	E = 5	F = -6	G = -2	H = 1.1	I = 1.1	J = 1
CCOC(=O)C1CCN(C(c2cccs2)c2sc3nc(C)nn3c2O)CC1 (configuration not stated)
  A = 0.9	B = 0.9	C = 5	D = -19	E = -4	F = -7	G = 2	H = 1.1	I = 1.1	J = 0.9
CCCOC(=O)/C(=C\C=C\c1ccccc1)NC(=O)c1ccccc1
  A = 0.8	B = 0.7	C = 20	D = 13	E = -3	F = -6	G = 2	H = 1.1	I = 1.1	J = 0.8
CCOC(=O)CSc1nc(C2CC2)cc(-c2ccc(F)cc2)c1C#N
  A = 0.8	B = 0.9	C = 18	D = 3	E = -10	F = -5	G = -5	H = 1.1	I = 1	J = 0.9
Cc1cccc(C(=O)N2CCN(Cc3ccc4c(c3)OCO4)CC2)c1
  A = 0.8	B = 1	C = 18	D = 2	E = -15	F = -8	G = 2	H = 1.1	I = 1.1	J = 1
COc1cccc(OCCN2CCN(c3ncnc4c3cnn4-c3ccccc3)CC2)c1
  A = 0.9	B = 0.9	C = 6	D = 4	E = -4	F = -4	G = -6	H = 1	I = 1	J = 0.9
Cn1nccc1C(=O)c1ccc(Cl)cc1
  A = 0.9	B = 1	C = 7	D = 21	E = -14	F = -4	G = 7	H = 1	I = 1	J = 1
CCCn1c(SCC(=O)NC2CCCCC2)nnc1-c1ccccn1
  A = 1	B = 1	C = 0	D = 10	E = -13	F = -10	G = -7	H = 1.1	I = 1.1	J = 1.1
CC(C)[C@H](NC(=O)c1ccccc1Cl)C(=O)Nc1nc(-c2ccccn2)cs1
  A = 1	B = 1	C = 5	D = 16	E = -24	F = -3	G = -1	H = 1	I = 1	J = 1.2
CCn1c(SCC(=O)N2CCOCC2)nnc1-c1cccs1
  A = 1	B = 1	C = -5	D = 9	E = 7	F = -3	G = -2	H = 1	I = 1.1	J = 1
CCN(CC)c1ccc(/C=N/N=C(N)N)c(O)c1
  A = 0.8	B = 0.4	C = 17	D = 17	E = -45	F = -4	G = 1	H = 1	I = 1	J = 0.7
Cc1c(CCOC(=O)c2ccc([N+](=O)[O-])cc2)sc[n+]1CC(=O)c1ccccc1
  A = 1.1	B = 1.1	C = -9	D = 1	E = 44	F = 3	G = 3	H = 1	I = 1	J = 1.1
O=S(=O)(c1ccc(F)cc1)n1ccc2cccnc21
  A = 0.9	B = 1	C = 12	D = 2	E = -8	F = -4	G = -5	H = 1	I = 1	J = 1
O=C(Sc1cccc2cccnc12)c1ccc(F)cc1
  A = 0.9	B = 0.9	C = 10	D = 5	E = -1	F = -2	G = 2	H = 1	I = 1	J = 0.9
CC(C)C(O)(C#CCN1CCCCC1)C(C)C
  A = 1	B = 1	C = -5	D = 0	E = -8	F = -2	G = -1	H = 1	I = 1	J = 1
CCn1cc([N+](=O)[O-])c(C(=O)N2CCCC2)n1
  A = 0.8	B = 0.9	C = 18	D = 6	E = -10	F = -4	G = 0	H = 1	I = 1.1	J = 0.8
CCCCNC(=O)Nc1ccnn1C1CCCCC1
  A = 1.1	B = 1.2	C = -8	D = -4	E = -7	F = 4	G = 2	H = 1	I = 1	J = 1.1
O=C(NCC(=O)N1CC(O)CC1C(=O)N1CCCC1C(=O)OCc1ccccc1)OCc1ccccc1 (configuration not stated)
  A = 0.9	B = 1	C = 9	D = -4	E = -17	F = -3	G = 3	H = 1	I = 1.1	J = 1
CC(=O)OCc1nc2sc3c(c2c(=O)[nH]1)CCCC3
  A = 1	B = 1	C = -2	D = 3	E = -4	F = -2	G = -7	H = 1	I = 1	J = 1
COc1ccc(/C=C/C(=O)OCC(=O)Nc2ccc(C)cc2)cc1S(=O)(=O)N1CCOCC1
  A = 0.9	B = 1.1	C = 14	D = 12	E = -11	F = -4	G = 1	H = 1	I = 1.1	J = 1.1
Cc1oc(-c2cccc(Cl)c2)nc1CN1CCCC(C(=O)NC(C)c2ccc3c(c2)OCCO3)C1 (configuration not stated)
  A = 0.8	B = 0.9	C = 20	D = 2	E = 0	F = -7	G = -2	H = 1.1	I = 1.1	J = 0.9
Cc1ccc(-n2c(C)nn(CC#N)c2=O)cc1
  A = 0.9	B = 0.9	C = 8	D = 7	E = -6	F = 2	G = -4	H = 1	I = 1	J = 0.9
